# Screening data: PubChem, National Center for Advancing Translational Sciences (NCATS)
# Lamin A splicing: qHTS Assay for Modulators of Lamin A Splicing; HeLa LMNA splicing GFP/RFP minigene ratio, 48 h; Potency, µM (series often up to 46.1 µM), for inactives: at the top dose ratio change, negative = inhibition, usual class: inhibitors; 200,000 tested, 0.01% active; AID 1487, 2009; active = well fitted inhibition curve with a large enough effect in the signal ratio, with a control signal flat, not every such curve was filed as active; inconclusive = small, poorly fitted or top-dose-only effect, or effect the other way, or a change in a side signal; the % refers to the signal ratio; note: % is set by controls: 0 for no effect and ±100 for the full control effect
#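 Read-out is the ratio of GFP to DsRed2 object intensity, acquired by 488 nm laser-scanning cytometry on HeLa lamin A-EGFP minigene reporter cells. Compound incubation 48 hrs at 37 °C in Opti-MEM with 2% FBS; DMSO 0.5% final.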
# SMN2 splice enh: qHTS Assay for Enhancers of SMN2 Splice Variant Expression; Potency, µM (top dose mostly 46.1 µM), for the others: at the top dose activity change, positive = activation, actives largely listed as activators; HEK293 SMN2-luciferase splicing reporter, luminescence, 30-36 h; 210,000 tested, 2.8% active; note: % of control where 0% means no effect; nearly all actives have a fitted effect of over 55% in size
#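 qHTS luciferase splicing reporter: luminescence rises when SMN2 exon 7 is included in transfected HEK293 cells. Compound exposure lasted 30-36 h at 37C, with 4.5 mM final sodium butyrate as control, followed by a ONE-Glo read.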
# KDM4E inh: qHTS Assay for Inhibitors of Human Jumonji Domain Containing 2E (JMJD2E). JMJD2E catalytic domain, FDH-coupled NADH fluorescence (FDH is formaldehyde dehydrogenase). Potency, µM (series often up to 57.1 µM), without a hit: at the top dose activity change, negative = inhibition, usual class: inhibitors. 230,000 tested, 1.6% active. AID 2147, 2009; active = well fitted inhibition curve with a large enough effect, not every such curve was filed as active; inconclusive = small, poorly fitted or top-dose-only effect, or another doubt; inactive = no such curve, though single readings can be large or run the other way;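 note: 0% = wells with enzyme and -100% = buffer wells without enzyme; nearly all actives have a fitted effect of over 50% in size; many of its hits are not listed in these tables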
# RECQ1 inh: qHTS Assay for Inhibitors of RecQ-Like Dna Helicase 1 (RECQ1). ATP-dependent DNA helicase Q1 (Homo sapiens), P46063. RECQ1 DNA unwinding, red fluorescence kinetic read. Potency, µM (top dose mostly 57.3 µM), for inactives: top-dose activity, negative = inhibition, actives largely listed as inhibitors. 240,000 tested, 0.54% active. AID 2549, 2010;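 note: plate controls were vehicle for no effect and no enzyme for full effect; nearly all actives have a fitted effect of over 30% in size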
#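 RECQ1T1 50 nM; forked duplex (20 bp + 30-nt ss tails) 200 nM, ATP 2 mM final; pH 8.0, 2 mM MgCl2, 2.5 ug/ml poly(dI-dC); 15 min compound preincubation; discontinuous kinetic read over 2 h at RT.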
# L3MBTL1 block: qHTS Assay for the Inhibitors of L3MBTL1. Lethal(3)malignant brain tumor-like protein 1 (Homo sapiens), Q9Y468. AlphaScreen L3MBTL1–H3K9me1 peptide binding. Potency, µM (series often up to 57.1 µM), for inactives: at the top dose activity, negative = inhibition, hits mostly inhibitors. 230,000 tested, 0.66% active. AID 485360, 2010; note: % is set by controls: 0 for no effect and ±100 for the full control effect; nearly all actives have a fitted effect of over 60% in size
# Target sequence (Q9Y468 whole entry, looked up): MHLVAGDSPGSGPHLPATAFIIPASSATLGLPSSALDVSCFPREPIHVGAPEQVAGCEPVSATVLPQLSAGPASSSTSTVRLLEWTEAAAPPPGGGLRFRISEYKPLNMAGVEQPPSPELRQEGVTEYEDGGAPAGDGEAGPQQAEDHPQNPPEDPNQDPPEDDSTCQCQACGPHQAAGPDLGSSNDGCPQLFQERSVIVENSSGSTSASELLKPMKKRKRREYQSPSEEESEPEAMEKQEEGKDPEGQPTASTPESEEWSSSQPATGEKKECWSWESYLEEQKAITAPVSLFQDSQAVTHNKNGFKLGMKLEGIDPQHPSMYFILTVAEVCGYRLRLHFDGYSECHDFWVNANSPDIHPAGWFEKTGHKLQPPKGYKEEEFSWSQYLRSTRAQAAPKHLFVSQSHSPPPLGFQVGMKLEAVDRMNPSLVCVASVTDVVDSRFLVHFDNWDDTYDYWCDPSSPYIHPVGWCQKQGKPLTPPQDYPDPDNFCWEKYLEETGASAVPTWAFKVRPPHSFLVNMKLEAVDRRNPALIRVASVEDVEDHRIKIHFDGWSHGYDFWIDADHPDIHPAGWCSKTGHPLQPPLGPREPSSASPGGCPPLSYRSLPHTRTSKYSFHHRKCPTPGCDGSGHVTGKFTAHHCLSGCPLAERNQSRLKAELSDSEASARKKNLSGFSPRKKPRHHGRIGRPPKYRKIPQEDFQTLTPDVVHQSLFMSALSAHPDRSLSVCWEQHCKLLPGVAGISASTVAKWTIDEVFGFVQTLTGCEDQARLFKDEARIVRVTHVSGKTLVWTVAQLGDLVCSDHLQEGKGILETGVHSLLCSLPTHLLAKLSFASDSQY
#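 AlphaScreen assay: L3MBTL1 (50 nM final) was preincubated 30 min at room temperature with biotinylated H3(1-15)K9me1 peptide (75 nM final), then 30 min with library compounds; streptavidin donor and nickel chelate acceptor beads (10 ug/mL final) added, 30 min dark.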
# Tau fibril ThT: qHTS for Inhibitors of Tau Fibril Formation, Thioflavin T Binding | Microtubule-associated protein tau (Homo sapiens), P10636 | recombinant tau K18 P301L (four-repeat tau fragment), heparin-induced fibrillization, ThT fluorescence | Potency, µM (top dose mostly 57.4 µM), for the others: top-dose activity, negative = inhibition, most hits filed as inhibitors | 270,000 tested, 2.1% active | AID 1460, 2008; note: % is set by controls: 0 for no effect and ±100 for the full control effect; nearly all actives have a fitted effect of over 55% in size
# Target sequence (P10636 561-689 P618L limits assumed): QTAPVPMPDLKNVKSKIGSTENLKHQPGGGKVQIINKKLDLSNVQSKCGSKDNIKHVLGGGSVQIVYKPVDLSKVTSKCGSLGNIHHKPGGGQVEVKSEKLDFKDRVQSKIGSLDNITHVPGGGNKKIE
#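 Heparin-induced (20 uM) aggregation of recombinant human K18 P301L tau, 15 uM unlabeled with 0.24 uM labeled, pH 7 acetate buffer, 6 hr at 37 C with compound. Fibrils quantified by 30 uM ThT fluorescence after 1 hr ambient incubation.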
# KinaseGlo FLuc: Counterscreen for Luciferase (Kinase-Glo TM) Inhibition. Luciferin 4-monooxygenase (Photuris pensylvanica), Q27757. Kinase-Glo luciferase, ATP luminescence, 8 min. Potency, µM (series often up to 38.3 µM), for the others: at the highest dose activity change, negative = inhibition, usual class: inhibitors. 200,000 tested, 0.28% active. AID 1379, 2008; note: % is set by controls: 0 for no effect and ±100 for the full control effect; nearly all actives have a fitted effect of over 60% in size
#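 Kinase-Glo luciferase light output from ATP and luciferin was measured with 10 uM ATP, within the enzyme's linear range. Buffer: 50 mM imidazole pH 7.2, 50 mM KCl, 7 mM MgCl2, 0.01% Tween 20, 0.05% BSA; luminescence read after 8 min at ambient temperature.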
# ALDH1A1 inh: qHTS Assay for Inhibitors of Aldehyde Dehydrogenase 1 (ALDH1A1); Purified ALDH1A1, NADH fluorescence, propionaldehyde substrate; Potency, µM (top dose mostly 75.3 µM), inactives show top-dose activity, negative = inhibition, most hits filed as inhibitors; 220,000 tested, 7.3% active; AID 1030, 2008; active = well fitted inhibition curve with a large enough effect, not every such curve was filed as active; inconclusive = small, poorly fitted or top-dose-only effect, or another doubt; inactive = no such curve, though single readings can be large or run the other way;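 note: plate controls were no enzyme wells and a reference inhibitor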
# The depositor's hits bear a star; i = inactive; ? = inconclusive; . = not tested or not shown; [ ] = remark or other dose. Unless noted, calls come from the whole dose curve; as a rule, active = well fitted curve in the direction sought with a large enough effect; inconclusive = small, poorly fitted or top-dose-only effect, or another doubt; inactive = no such curve, though single readings can be large; an effect the other way counts as inactive or inconclusive. Potency is the fitted concentration of half-maximal effect.
no.	SMILES	Lamin A splicing	SMN2 splice enh	KDM4E inh	RECQ1 inh	L3MBTL1 block	Tau fibril ThT	KinaseGlo FLuc	ALDH1A1 inh
1	CC(C)n1c(-c2ccncc2)n[nH]c1=S	11%[46 µM]	9%	1%	i	12%	4%	0%	-10%
2	O=C(NC(=S)NCc1ccc(-c2nc3ccccc3s2)cc1)c1ccco1	-3%	.	-4%	-6%	-3%	-8%	.	-13%
3	O=C1Nc2ccccc2OC1CC(=O)N1CCOCC1 (stereo unspecified)	3%	-7%	-10%	-12%	.	-7%	-1%	6%
4	CCN(CC)CCn1c(SCC(=O)NCc2ccccc2)nc2c(sc3ccccc32)c1=O	?	5%	?	-1%	.	-9%	1%	-4%
5	CCOc1cc(C(=O)NCCc2ccc(S(N)(=O)=O)cc2)cc(OCC)c1OCC	.	.	-9%	i	0%	-11%	.	.
6	CCn1c(/C=C/c2ccccc2)nc2ccccc2c1=O	?	.	?	-6%	12%	-13%	2%	1%
7	CCn1c(NCc2cccs2)nc2ccccc21	14%	?	5%	i	-3%	-6%	-2%	15%
8	COc1ccc2c(C)cc(SCC(=O)Nc3cc(C(N)=O)cc(C(N)=O)c3)nc2c1	-7%[46 µM]	.	?	-23%	-5%	20%	.	?
9	Cc1cc(CNC(=O)c2cccnc2Cl)c2ccccc2n1	.	-60%[inhibitor]	2%	1%	.	2%	2%	0%
10	Cc1ccc(-c2nc(CN3CCN(c4cnccn4)CC3)c(C)o2)o1	.	.	-6%	-8%	-10%	-2%	2%	?
11	CCC(C(=O)OCC(=O)Nc1ccc(OC)cc1OC)c1ccccc1 (stereo unspecified)	-13%[46 µM]	-7%	2%	-5%	1%	0%	5%	9%
12	CCOc1ccc(CN2CCN(Cc3c(C)nn(CC)c3C)CC2CCO)cc1 (stereo unspecified)	.	.	-3%	-5%	11%	-5%	.	.
13	CCc1ccc(NC(=O)CCNS(=O)(=O)c2cccc3nonc23)cc1	-7%	19%	-5%	1%	.	-12%	0%	22µM*
14	CCOC(=O)C1CCCN(C2CC(=O)N(c3ccc(N4C(=O)CC(N5CCCC(C(=O)OCC)C5)C4=O)cc3)C2=O)C1 (stereo unspecified)	.	11%	-4%	0%	-1%[11.4 µM]	-2%	-1%	3.2µM*
15	C/C(=N\NC(=O)c1ccccc1C)c1cccc([N+](=O)[O-])c1	1%	8%	0%	-15%	.	-3%	-2%	-9%
16	CCOC(=O)c1cc2c(ccn2C)n1CC(=O)N1CCCC(C)C1 (stereo unspecified)	2%	-13%	?	-12%	-13%	-5%	-1%	-14%
17	Cc1ccc2nc(NC(=O)CSc3nc4c(c(=O)n3C)SC(C)C4)sc2c1 (stereo unspecified)	-22%	-23%	6%	4%	-16%	-18%	-8%	14µM*
18	O=S(=O)(CCc1nc2ccccc2[nH]1)c1ccc(Br)cc1	?	-16%	1%	0%	7%	1%	-2%	9%
19	CCCCN(CC)C(=O)c1cccc(Cl)c1	1%	12%	4%	-1%	.	-2%	-2%	?
20	COc1ccc(-c2csc(/C(C#N)=C/Nc3ccc4c(c3)OCCO4)n2)cc1	-14%	0%	-3%	i	4%	-17%	0%	43%[activator]
21	CCOc1cccc(NC(=O)C2CC(=O)N(c3ccc(F)cc3)C2)c1 (stereo unspecified)	13%[46 µM]	-19%	5%	i	6%	-2%	7%	3%
22	O=C(CSc1nc2ncccc2[nH]1)c1cccc([N+](=O)[O-])c1	?	7%	-8%	-23%	-5%	4%	0%	8.9µM*
23	O=C(NC(NNc1ccc([N+](=O)[O-])cc1)(C(F)(F)F)C(F)(F)F)c1ccccc1Cl	-4%	-2%	?	-2%	-1%	?	-6%	14µM*
24	Cc1c(O)c(=O)c2ccccc2n1C	6%	3%	?	-2%	-1%	-11%[11.5 µM]	0%	?
25	COc1ccc(S(=O)(=O)c2ccc(OCC3CO3)cc2)cc1 (stereo unspecified)	9%[46 µM]	-12%	4%	-6%	6%	2%	-3%	2%
26	c1ccc(NC2=Nc3ccccc3CS2)cc1	8%	11µM*	-12%	-8%	2%	-14%	0%	-1%
27	O=c1cc(-c2ccco2)nc(-c2cccs2)o1	-4%	22%	-3%	i	-13%	12%	-4%	14µM*
28	COC(=O)c1ccccc1NC(=O)Oc1ccc(C(C)C)cc1	-1%	-15%	?	-2%	-2%	-10%	-2%	?
29	CCOc1ccccc1NC(=O)CSc1ccc2nnc(-c3cccnc3)n2n1	.	-3%	-16%	-1%	-1%	-2%	0%	-1%
30	CC(=O)Nc1cccc(N(C(=O)C2COc3ccccc3O2)C(C(=O)NC2CCCCC2)c2cn(C)nc2C)c1 (stereo unspecified)	1%[46 µM]	.	5%	i	5%	6%	-5%	1%
31	Cc1cc(C)n(-c2nnc3n2N=C(c2ccccc2)CS3)n1	3%	-13%	-5%	-1%	-13%[11.4 µM]	9%	-3%	?
32	N#Cc1nc(-c2ccccc2F)oc1NCCN1CCOCC1	-4%	-10%	?	-6%	.	-16%	-3%	?
33	Cn1c(CC(=O)Nc2ccccc2)nnc1SCC(=O)c1ccccc1	4%	-16%	-13%	1%	-6%[11.4 µM]	?	-6%	7.1µM*
34	CCOCCCNC(=O)C(NC(=O)c1ccc(=O)[nH]c1)c1ccccc1 (stereo unspecified)	13%	-2%	1%	i	.	-10%	0%	?
35	COc1ccccc1CNCC(=O)Nc1ccccc1-n1cccc1	-5%[46 µM]	-2%	?	4%	-22%	-6%	3%	?
36	Cc1nc(-c2ccc(C(=O)O)cc2)cs1	6%	-4%	?	-6%	-1%	0%	-10%	5%
37	COc1ccc(NC(=S)N2CCCC2c2ccc(OC)c(OC)c2)cc1 (stereo unspecified)	11%[46 µM]	-15%	-8%	-2%	.	?	-3%	-7%
38	COC(=O)c1ccc(C)c(NS(=O)(=O)c2ccc(NC(C)=O)cc2)c1	8%	-1%	4%	-3%	2%	-8%	-2%	9%
39	CCOc1cccc(CN2CCN(CCc3ccccc3)C(CCO)C2)c1O (stereo unspecified)	21%[46 µM]	.	3%	-7%	-3%	-6%	-1%	6%
40	O=C(CN1CCN(c2ncc(C(F)(F)F)cc2Cl)CC1)NCCNc1ncc(C(F)(F)F)cc1Cl	2%	-17%	-10%	-3%	.	?	0%	?
41	C/C(=N\NC(=O)c1cccc(F)c1)c1ccc(Br)s1	?	-34%[inhibitor]	-1%	i	-3%	-10%	-1%	-12%
42	CS(=O)(=O)Nc1ccc(C(=O)Nc2ccc3c(c2)OCO3)cc1	10%[9.22 µM]	11%	5%	1%	-11%	-11%	-6%	-5%
43	COc1ccc(C(=O)c2cc3cccc(OC)c3o2)cc1	-17%[46 µM]	14µM*	-6%	i	-4%[11.4 µM]	?	-9%	?
44	CCOC(=O)CNC(=O)c1cc(-c2ccc3c(c2)OCCO3)oc1C	-11%	-11%	0%	0%	-3%[11.4 µM]	-11%	-1%	?
45	CN1C(=O)CC(Sc2ccccc2C(=O)O)C1=O (stereo unspecified)	10%	5%	-9%	-4%	2%	-16%	-3%	-15%
46	Cc1cnc(-c2nnc(N(C)C(=O)C3CCCO3)s2)cn1 (stereo unspecified)	3%	-13%	?	-8%	3%	-10%	-3%	?
47	Cc1noc(C)c1COC(=O)c1cc2c3ccccc3n(C)c2s1	?	6%	?	-1%	4%	?	-3%	?
48	Cc1cc(C)n(C(=O)C(C(=O)c2ccccc2)C(C)C)n1 (stereo unspecified)	-1%	3%	3%	i	24%	-2%	-2%	-4%
49	Cc1ccc(CNC(=O)C2CCN(S(=O)(=O)N3CCOCC3)CC2)cc1	13%	-5%	0%	2%	5%	-6%	-5%	-10%
50	COc1cc(-c2noc(-c3cccs3)n2)cc(OC)c1OC	-3%	?	-20%	-2%	6%	-12%	0%	?

# Further results.
no.	SMILES	Lamin A splicing	SMN2 splice enh	KDM4E inh	RECQ1 inh	L3MBTL1 block	Tau fibril ThT	KinaseGlo FLuc	ALDH1A1 inh
51	Nc1nnc(CSCc2ccc(Cl)cc2Cl)s1	?	10%	-3%	-8%	-4%	-4%	13%	-10%
52	Cc1cc(C)nc(-n2nc(C)cc2NC(=O)CN2CCC(C)CC2)n1	3%	0%	3%	i	8%	-10%	1%	3.5µM*
53	O=C(COC(=O)c1ccc2[nH]c3c(c2c1)CCCC3)NC1CCS(=O)(=O)C1 (stereo unspecified)	?	-28%	-2%	-2%	-21%	-8%	-2%	1%
54	O=C(/C=C/Nc1ccccc1Br)c1ccccn1	?	?	-24%	i	.	?	13µM*	-12%
55	O=C(c1cn(-c2ccccc2)nc1-c1cccnc1)N1CCCCC1	0%	-3%	-9%	-4%	4%	-6%	-1%	-4%
56	COc1ccc(C(=O)NC(=O)Nc2cc(C)ccn2)cc1	-7%	.	?	i	-2%	?	.	13µM*
57	Cc1cccc(N2CCN(S(=O)(=O)c3cnc[nH]3)CC2)c1C	3%	-11%	-17%	-16%	.	-8%	0%	5%
58	CCn1c(SCc2nc(-c3ccccc3)no2)nc2ccccc21	-6%	-16%	-2%	-2%	15%	?	-4%	-4%
59	COC(=O)C(C(=O)Nc1cccc(Cl)c1C)C1CCCC1 (stereo unspecified)	.	10%	-1%	-18%	12%	5%	2%	7%
60	CCOC(=O)N1CCN(C(=O)CSc2ccc(-c3ccccc3OC)nn2)CC1	?	-10%	2%	-4%	-5%	0%	2%	7%
61	Cc1no[n+]([O-])c1COc1ccccc1/C=C1\NC(=S)NC1=O	-4%	-29%	-5%	-2%	.	2%	-3%	?

# These rows are one share of the data; count on the stated rates, not on these rows.
